# Assay outcomes as filed in PubChem.
# USP7 block: human USP7 deubiquitinase inhibition | 47,000 compounds, 0.3% hits | Q93009 | purified USP7, Ub-rhodamine cleavage fluorescence | AID 1645854 | inhibition, % at 20 µM
# USP30 block: blocks human USP30 ubiquitin-rhodamine cleavage | 47,000 compounds, 5.3% hits | AID 1645860 | inhibition, % at 25 µM | purified USP30, Ub-rhodamine cleavage fluorescence
# USP28 block: human USP28 deubiquitinase inhibition; 47,000 compounds, 3% hits; purified USP28, Ub-rhodamine cleavage fluorescence, 30 min; Q96RU2; inhibition, % at 25 µM; AID 1645857
# USP17 inh: inhibitors of human USP17 deubiquitinase; AID 1645855; purified USP17, Ub-rhodamine cleavage fluorescence, 3 h; inhibition, % at 50 µM; A8MUK1; 47,000 compounds, 6.5% hits
# Target sequence (A8MUK1 whole entry, looked up): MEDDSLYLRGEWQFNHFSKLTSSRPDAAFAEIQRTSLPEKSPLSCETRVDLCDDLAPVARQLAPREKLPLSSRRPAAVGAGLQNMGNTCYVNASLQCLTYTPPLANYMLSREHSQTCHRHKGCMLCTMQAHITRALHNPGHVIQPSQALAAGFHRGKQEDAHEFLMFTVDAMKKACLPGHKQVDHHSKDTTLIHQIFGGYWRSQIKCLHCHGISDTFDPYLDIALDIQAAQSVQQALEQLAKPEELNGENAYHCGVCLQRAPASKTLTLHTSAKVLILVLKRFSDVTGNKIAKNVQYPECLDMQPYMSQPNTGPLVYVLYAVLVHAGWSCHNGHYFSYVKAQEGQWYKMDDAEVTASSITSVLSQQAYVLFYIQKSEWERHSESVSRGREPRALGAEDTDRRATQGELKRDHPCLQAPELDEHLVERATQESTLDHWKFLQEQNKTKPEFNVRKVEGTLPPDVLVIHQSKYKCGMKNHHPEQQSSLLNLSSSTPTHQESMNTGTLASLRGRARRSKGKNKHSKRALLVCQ
# OTUD3 inh: human OTUD3 deubiquitinase inhibition; inhibition, % at 25 µM; 47,000 compounds, 0.7% hits; purified OTUD3, Ub-rhodamine fluorescence, 2 h; AID 1645858; Q5T2D3
# USP8 inh: human USP8 deubiquitinase inhibition. purified USP8, Ub-rhodamine cleavage fluorescence, 30 min. inhibition, % at 20 µM. 47,000 compounds, 4.2% hits. AID 1645853
# UCHL1 inh: inhibitors of human UCHL1 deubiquitinase; P09936; purified UCHL1, Ub-rhodamine cleavage fluorescence; inhibition, % at 20 µM; 47,000 compounds, 0.2% hits
# Target sequence (P09936 whole entry, looked up): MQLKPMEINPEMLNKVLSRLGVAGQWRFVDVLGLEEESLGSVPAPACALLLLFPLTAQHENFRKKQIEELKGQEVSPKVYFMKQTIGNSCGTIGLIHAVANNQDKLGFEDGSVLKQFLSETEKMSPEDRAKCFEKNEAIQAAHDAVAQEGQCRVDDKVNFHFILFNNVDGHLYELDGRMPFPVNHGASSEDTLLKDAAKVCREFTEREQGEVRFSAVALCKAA
# USP10 inh: inhibitors of human USP10 deubiquitinase | purified USP10, Ub-rhodamine fluorescence, 60 min | inhibition, % at 20 µM | 47,000 compounds, 1.1% hits
# * hit, by the source's call; i = inactive; · = no result given. No stated cut-off is given here; in the data, active means inhibition above about 30%; inactive means the rest.
USP7 block	USP30 block	USP28 block	USP17 inh	OTUD3 inh	USP8 inh	UCHL1 inh	USP10 inh	SMILES
3	10	5	5	6	1	0	0	COc1ccc(OC)c(NC(=O)CC2(CC(=O)O)CCCC2)c1
0	15	25	16	5	9	1	3	O=S1(=O)N=C(SCc2ccc(F)cc2)Nc2ccccc21
-3	-21	-5	21	-8	-81	0	1	O=C(Nc1ccc(N2CCOCC2)cc1)c1cc(-c2ccncc2)nc2ccccc12
2	16	7	0	11	5	2	3	Cc1cccc(CN2CCC3(CC2)CCN(c2cnn(C)c2)C3=O)n1
-2	11	-14	23	0	-23	-5	-5	COc1cccc(-c2nc(-c3ccccc3OCC(=O)Nc3ccccc3C)no2)c1
0	15	4	6	8	23	0	1	O=C(NC1CCSC1=O)c1cccc(C(F)(F)F)c1 (centres undefined)
-6	11	12	46*	3	-1	2	5	Cc1cccc(CNC(=O)Cn2cc(-c3nnco3)c3ccccc32)c1
-17	-91	-8	8	-13	-2	-12	-7	COc1ccc(NC(=O)c2cnc(NCc3ccccc3)nc2C)cc1OC
1	-19	-6	4	2	-8	8	5	c1ccc(Sc2nc(-c3ccccc3)nc3ccsc23)cc1
-40	35*	19	13	20	-14	3	2	COc1ccc(CNC(=O)CC(c2cccc(F)c2)n2cccc2)cc1 (centres undefined)
0	16	9	11	5	21	0	-3	Cc1c(C(=O)N2CCN(C)CC2)oc2c1C(=O)CCC2
-7	-19	-4	-5	-3	-4	-5	-4	CC(=O)O[C@H]1CC(C)=C2C(=O)C=C(C)[C@@H]2[C@H]2OC(=O)[C@@H](C)[C@@H]21
6	2	4	6	4	6	2	-1	O=C(N[C@@H]1C[C@@H](Oc2cccc(F)c2)[C@H](O)[C@H]1N1CCOCC1)c1cnco1
3	-21	-8	-18	-6	-107	0	-2	CC1CCC(Nc2ncnc3c2CN(C2CCNCC2)C(=O)CN3C)CC1 (centres undefined)
4	11	9	1	8	4	-1	0	CC(=O)Nc1ccc2c(c1)nc(CCN1CCC(C)CC1)n2C
-6	-39	2	-41	0	5	0	0	O=C1CO[C@H]2CN(Cc3ccc4c(c3)OCO4)C[C@H]2N1Cc1ccccn1
-2	-26	49*	-13	-10	0	-3	-1	COc1cc(OC)cc(C(=O)N2CCC(C(=O)Nc3ccc4c(c3)OCCO4)CC2)c1
0	23	16	14	10	12	4	5	Cn1ncc2c(Nc3ccc(F)cc3)nc(NCCN3CCOCC3)nc21
3	·	·	0	0	2	2	1	CC(C)(C)NC(=O)c1cccc(NC(=O)CSCc2ccc(Cl)cc2)c1
5	13	5	7	11	4	0	-1	COc1ccc(-c2nc(-c3cccc(-c4ccnn4C)c3)no2)cc1
-14	·	·	-3	1	-22	-9	-5	O=C(Nc1cccnc1Cl)c1cc(-c2ccco2)on1
12	19	10	15	14	69*	2	36*	O=C(CN(CC(=O)NCc1ccccc1Cl)c1nc2ccccc2s1)NCc1ccccc1Cl
-2	21	6	1	0	-9	0	-1	Cc1nccc(-c2sc(C3CCN(C(=O)c4ccco4)CC3)nc2C)n1
-12	13	15	16	7	7	1	5	O=C(Cn1c(=O)ccn(Cc2cccc(F)c2)c1=O)Nc1ccc(F)cc1
1	-10	2	-4	3	-49	1	0	CC1(C)Cc2c(c(N3CCOCC3)nc3sc4c(SCC(=O)O)ncnc4c23)CO1
-1	-15	0	-1	0	-7	1	-2	COc1ccc(CNC(=O)[C@H]2C=CCN2C(=O)c2ccco2)cc1
11	13	15	67*	1	5	2	27	CCOc1ccc2[nH]c3c(=O)n(CCc4ccc(OC)cc4)cnc3c2c1
-8	-167	-34	-33	-39	-1	-12	-2	CCN1CCCC1CNC(=O)c1ccc2c(c1)N(Cc1cccc(F)c1)C(=O)c1ccccc1S2 (centres undefined)
2	0	5	-7	3	-3	3	-2	CC(=O)N1CCN(c2nc3c(s2)CC(C(=O)NCc2ccccc2)CC3)CC1 (centres undefined)
-144	-300	-97	-158	-76	-108	-165	-4	CC(=O)Nc1ccc(NC(=O)/C(=C/c2ccco2)n2nnnc2-c2ccccc2)cc1
-14	-14	-4	10	0	5	8	5	Cc1cccc(-c2noc(-c3nn(-c4cccc(C)c4)ccc3=O)n2)c1
-53	0	-91	-10	-11	0	-6	-1	CNC(=O)[C@@H]1C[C@@H]2CN(C(=O)Nc3cccc(C)c3)CCN2[C@@]12C(=O)Nc1ccccc12
-2	-6	-3	-6	-3	-23	-1	0	Cc1cc(C(=O)N[C@H]2[C@H](O)[C@H](O)C[C@@H]2c2ccccc2)c(C(F)(F)F)o1
6	-5	10	0	14	12	3	-1	CCOc1ccccc1CNC(=O)c1ccc(Oc2nccnc2N2CCOCC2)cc1
3	26	1	8	12	3	1	0	CC(=O)N1CCN(C(=O)c2cn3ccnc(-c4ccc(C)cc4)c3n2)CC1
0	-9	-10	-19	-7	6	0	0	COc1ccc(C2(c3nnc(-c4ccc5ccccc5n4)o3)CCOCC2)cc1
-1	1	-10	·	-5	-2	-4	2	Cc1cc(C)n(CC2CCCCN2C(=O)CCc2ccncc2)n1 (centres undefined)
4	15	1	29	10	-5	-1	-2	O=c1oc2ccccc2cc1S(=O)(=O)c1ccccc1
-11	-55	-18	-25	-18	-33	-2	-3	Cc1nc2cc3c(cc2n1CC(O)COCc1ccc(Cl)cc1)OCCO3 (centres undefined)
0	14	9	11	18	-1	2	-1	O=C(CCC(=O)N(c1ccccc1)c1ccccc1)N1CCOCC1
4	-54	-19	39*	-13	-1	-5	-3	COc1cc(NC(=O)c2cccnc2)ccc1NC(=O)c1cc2ccccc2o1
-8	-61	-5	-11	-9	-135	-1	6	O=C1Nc2ccc(S(=O)(=O)NCC(O)c3ccc([N+](=O)[O-])cc3)c3cccc1c23 (centres undefined)
-79	i	-295	-183	-193	-270	-76	-7	Cc1nc(Nc2c3ccccc3nc3ccccc23)sc1C
3	25	13	13	13	23	0	0	O=C(CCC1=NS(=O)(=O)c2ccccc2N1)N1CCN(Cc2ccccc2)CC1
-14	0	26	13	13	28	3	4	Cc1cc(C)c(C#N)c(OCc2ccccc2Cl)n1
-1	-9	0	-3	-5	-17	-2	3	CCN1CC2(CC1=O)CN(C(=O)NCC(C)C)CCN(C(=O)NC(C)C)C2 (centres undefined)
-2	-11	-3	-8	-6	-2	-3	-3	O=C(NCc1cn2cc(Cl)ccc2n1)c1ccccc1
0	2	-3	2	1	-12	0	0	COc1ccc(CCN2C[C@H]3CCN(C(=O)c4cccnc4)CC[C@H]3S2(=O)=O)cc1
3	12	9	-3	-3	18	0	9	Cc1onc(-c2ccccc2Cl)c1C(=O)Nc1nnc(SCC(=O)Nc2ccccc2F)s1
0	-11	-11	-10	-12	-19	-4	-2	O=S(=O)(Cc1ccccc1)N1CC2(CCN(Cc3ccc(O)cc3)CC2)C1
9	26	5	21	7	10	4	8	Cc1ccc(-c2nn(-c3ccccc3)cc2/C=C(/C#N)c2ccccc2F)cc1
3	6	0	1	1	3	-1	-4	COc1ccccc1CC(NC(C)=O)C(=O)NC1CCN(c2nc(C)cc(C)n2)CC1 (centres undefined)
-4	-3	-13	-6	-7	-3	-3	1	NC(=O)C1(N2CCCCC2)CCN(c2ccc(C(F)(F)F)cn2)CC1
4	25	12	14	11	20	3	2	COc1ccc(CNS(=O)(=O)c2c(C)[nH]c(C)c2-c2nc(C)no2)cc1
-1	-7	-7	5	-8	-104	0	-3	O=C(Nc1ccccc1)NC1CCCN(c2cc(-c3ccncc3)[nH]n2)C1 (centres undefined)
7	35*	14	30	12	3	1	0	CC(C)Cc1nc2sc3c(N(CCO)Cc4ccccc4)ncnc3c2c2c1COC(C)(C)C2
3	8	-3	3	7	-23	2	1	Cc1cccc(Nc2nccnc2C2CCCN2C(=O)c2cn(C)cn2)n1 (centres undefined)
4	9	8	9	6	12	6	6	CCOC(=O)c1cc(S(=O)(=O)Nc2ccc(OC)c(Cl)c2)cn1C
1	12	5	4	11	16	0	0	CCN1C(=O)CCCC12CCCN(C(=O)c1cc(C)cc(C)c1)C2 (centres undefined)
0	-11	-1	-3	-2	4	3	5	O=S1(=O)c2ccccc2NC(c2ccc(F)cc2)N1Cc1ccccc1 (centres undefined)

# Ordered by the number under UCHL1 inh (smallest number first): three from the list above.
USP7 block	USP30 block	USP28 block	USP17 inh	OTUD3 inh	USP8 inh	UCHL1 inh	USP10 inh	SMILES
0	-11	-11	-10	-12	-19	-4	-2	O=S(=O)(Cc1ccccc1)N1CC2(CCN(Cc3ccc(O)cc3)CC2)C1
3	6	0	1	1	3	-1	-4	COc1ccccc1CC(NC(C)=O)C(=O)NC1CCN(c2nc(C)cc(C)n2)CC1 (centres undefined)
9	26	5	21	7	10	4	8	Cc1ccc(-c2nn(-c3ccccc3)cc2/C=C(/C#N)c2ccccc2F)cc1

# (further entries)
USP7 block	USP30 block	USP28 block	USP17 inh	OTUD3 inh	USP8 inh	UCHL1 inh	USP10 inh	SMILES
0	3	3	10	-5	-22	2	-1	CC(=O)c1cccc(NC(=O)C(Sc2nncn2-c2ccccc2)c2ccccc2)c1 (centres undefined)
-2	-15	-7	-6	-5	-252	-5	1	Cc1cccc(NC(=O)CCn2c(N3CCCC3)nc3ccsc3c2=O)c1
21	-123	-24	-35	-33	7	-2	14	Cc1ccc(-n2c(=O)[nH]c3c(C(N)=O)nc(-c4ccc(OCc5ccccc5)cc4)nc32)cc1
10	15	9	9	29	5	8	6	Cc1ccc(Cl)cc1S(=O)(=O)N1CCC2(CC1)CC2c1nc(-c2cccnc2)no1 (centres undefined)
-5	8	0	4	0	17	4	0	Cc1c(F)cccc1NC(=O)C1CCCN(c2nnc3ccccn23)C1 (centres undefined)
5	16	4	10	9	12	-1	1	Cc1cc(N2CC(C)OC2=O)nc(C2CCN(C(=O)C(C)(C)C)CC2)n1 (centres undefined)
-12	43*	12	24	17	7	3	0	CC(C)Cn1cnc2c1c(=O)n(CC(=O)NCCc1ccc(F)cc1)c(=O)n2Cc1ccccc1
5	12	14	15	6	7	1	1	O=C(CCc1nnc2ccc(N3CCOCC3)nn12)NC1CCCCC1
0	0	-3	1	-4	2	0	4	Cc1cccc(CNS(=O)(=O)c2c(C)[nH]c(C)c2-c2nnc(C)o2)c1
0	-4	-11	-28	-4	5	-1	0	Cc1cn(C)c(CC(=O)NCc2ccc3c(c2)OCO3)c1C(=O)O
-7	-8	-1	-5	-6	-8	-1	-1	COc1ccc(OC)c(NC(=O)c2ccc(C)c(F)c2)c1
-1	-12	2	1	7	7	-4	-4	CC(=O)N1Cc2cc(C)ccc2OC2(CCCN(Cc3ccncc3)C2)C1 (centres undefined)
-6	-53	-30	-50	-19	-18	-5	-5	COCC1CN(C(=O)c2ccncn2)Cc2cn(CC3CC3)nc21 (centres undefined)
5	3	-1	-4	-9	-49	3	2	Cn1cc(-c2cnc(-c3ccnn3C)nc2)cc1C(=O)NCCc1ccccc1
1	-203	-63	-47	-41	-18	-3	-16	CN1CCC2(CN(Cc3cccnc3)CC23CCN(C(=O)Cc2ccccc2)CC3)C1=O (centres undefined)
1	-23	-7	-8	0	-11	0	-1	Cc1nn(-c2ccccc2)c(C)c1N1CCN(C(=O)C2CCN(S(C)(=O)=O)CC2)CC1
12	7	6	14	16	8	10	3	CCOc1ccccc1NC(=O)c1cc(-c2cc(OC)c(OC)c(OC)c2)nc2ccccc12
-1	-5	1	3	5	16	0	-3	Cc1ccc(NC(=O)Cn2cncc(C(=O)NC3CCCC3)c2=O)c(F)c1
0	-1	1	1	-1	-1	0	2	COc1ccc(CNC(=O)NCc2nnnn2-c2ccc(C)cc2)cc1OC
-3	4	3	-15	-1	-9	0	0	O=C(NCc1cccc(Cl)c1)c1csc(C(=O)NC2CC2)n1
6	7	11	32*	0	5	2	-4	COc1ccc(NC(=O)c2ccnc(Nc3cccc(OC)c3)c2)cc1

# Sorted by count of non-hydrogen atoms (low to high): some entries from above.
USP7 block	USP30 block	USP28 block	USP17 inh	OTUD3 inh	USP8 inh	UCHL1 inh	USP10 inh	SMILES
-7	-8	-1	-5	-6	-8	-1	-1	COc1ccc(OC)c(NC(=O)c2ccc(C)c(F)c2)c1
-3	4	3	-15	-1	-9	0	0	O=C(NCc1cccc(Cl)c1)c1csc(C(=O)NC2CC2)n1
-6	-53	-30	-50	-19	-18	-5	-5	COCC1CN(C(=O)c2ccncn2)Cc2cn(CC3CC3)nc21 (centres undefined)
0	0	-3	1	-4	2	0	4	Cc1cccc(CNS(=O)(=O)c2c(C)[nH]c(C)c2-c2nnc(C)o2)c1
5	12	14	15	6	7	1	1	O=C(CCc1nnc2ccc(N3CCOCC3)nn12)NC1CCCCC1
-1	-5	1	3	5	16	0	-3	Cc1ccc(NC(=O)Cn2cncc(C(=O)NC3CCCC3)c2=O)c(F)c1
0	-1	1	1	-1	-1	0	2	COc1ccc(CNC(=O)NCc2nnnn2-c2ccc(C)cc2)cc1OC
5	3	-1	-4	-9	-49	3	2	Cn1cc(-c2cnc(-c3ccnn3C)nc2)cc1C(=O)NCCc1ccccc1
1	-23	-7	-8	0	-11	0	-1	Cc1nn(-c2ccccc2)c(C)c1N1CCN(C(=O)C2CCN(S(C)(=O)=O)CC2)CC1
1	-203	-63	-47	-41	-18	-3	-16	CN1CCC2(CN(Cc3cccnc3)CC23CCN(C(=O)Cc2ccccc2)CC3)C1=O (centres undefined)
12	7	6	14	16	8	10	3	CCOc1ccccc1NC(=O)c1cc(-c2cc(OC)c(OC)c(OC)c2)nc2ccccc12
-12	43*	12	24	17	7	3	0	CC(C)Cn1cnc2c1c(=O)n(CC(=O)NCCc1ccc(F)cc1)c(=O)n2Cc1ccccc1
